IMPase cell inh – membrane-permeable compound that blocks inositol monophosphatase. P97697. CHO-M1 cells, IP1 accumulation, HTRF TR-FRET ratio. inhibition (IP1 accumulation), % at 46.1 µM. 120,000 tested, under 10 active. AID 901; active = well fitted curve in the direction sought with a large enough effect in the signal ratio, not every such curve was filed as active; inconclusive = small, poorly fitted or top-dose-only effect, or a change in a side signal; inactive = no such curve, though single readings can be large or run the other way; the % refers to the signal ratio;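 note: cells stimulated with carbachol in lithium chloride buffer; plate controls were DMSO basal wells for no effect and reference inhibitor wells for full effect; higher means more IMPase inhibition seen as more IP1 and lower FRET ratio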
Target sequence (P97697 whole entry, looked up): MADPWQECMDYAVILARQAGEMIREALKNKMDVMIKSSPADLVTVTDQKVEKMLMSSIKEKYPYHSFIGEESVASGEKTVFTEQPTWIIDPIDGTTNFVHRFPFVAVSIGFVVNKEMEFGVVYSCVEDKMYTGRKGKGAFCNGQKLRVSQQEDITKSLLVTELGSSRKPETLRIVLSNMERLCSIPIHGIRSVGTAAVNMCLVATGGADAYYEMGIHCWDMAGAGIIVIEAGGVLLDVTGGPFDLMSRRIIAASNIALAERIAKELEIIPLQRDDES
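Cellular IMPase inhibition is scored as a rise in cytosolic IP1, detected by competitive TR-FRET between d2-labelled IP1 and a europium anti-IP1 antibody. M1-expressing CHO cells were stimulated with carbachol for 30 min at 37C, with lithium (50 mM LiCl) present in the buffer.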
12-hLO inh – inhibitors of human 12-lipoxygenase (ALOX12); P18054; purified 12-hLO, xylenol orange hydroperoxide absorbance; Potency, µM (highest dose often 57.1 µM), without a hit: top-dose activity change, negative = inhibition, most hits filed as inhibitors; 150,000 tested, 0.12% active; AID 1452; note: potency is the fitted concentration of half-maximal effect; nearly all actives have a fitted effect of over 55% in size; many of its hits are not listed in these tables
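Purified human 12hLO (150 nM final) was preincubated with compounds for 15 min at room temperature in 25 mM Hepes pH 7.0, 0.01% Triton X-100, then reacted with 40 uM arachidonic acid for 30 min. Hydroperoxide was detected with ferrous iron/xylenol orange.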
PNC assembly inh – perinucleolar compartment assembly inhibition | PC3M PTB-GFP, PNC prevalence imaging, 16 h; active compounds read low | activity change (PNC), negative = inhibition, % at 10 µM | 140,000 tested, 3.1% active;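 active = readout at or below -70, meaning at least 70% loss of cells showing the perinucleolar compartment, a nuclear body marking cancer cells; inconclusive = readout between -30 and a set limit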;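 note: plate controls were DMSO wells for no effect and camptothecin positive control wells for full effect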
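PC3M cells stably expressing PTB-GFP, 750–1000 cells/well, treated 16 h at 37 °C with compound (23 nl of library stock), in duplicate. After paraformaldehyde fixation and Hoechst stain, imaged at 20x; PNC prevalence scored by image analysis.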
ALOX15B inhib – blocks human 15-lipoxygenase 2 activity. O15296. purified 15hLO-2, xylenol orange hydroperoxide absorbance. Potency, µM (series often up to 57.1 µM), for inactives: at the top dose activity change, negative = inhibition, most hits filed as inhibitors. 110,000 tested, 0.56% active; note: potency is the fitted concentration of half-maximal effect; nearly all actives have a fitted effect of over 60% in size; many of its hits are not listed in these tables
Target sequence (O15296 whole entry, looked up): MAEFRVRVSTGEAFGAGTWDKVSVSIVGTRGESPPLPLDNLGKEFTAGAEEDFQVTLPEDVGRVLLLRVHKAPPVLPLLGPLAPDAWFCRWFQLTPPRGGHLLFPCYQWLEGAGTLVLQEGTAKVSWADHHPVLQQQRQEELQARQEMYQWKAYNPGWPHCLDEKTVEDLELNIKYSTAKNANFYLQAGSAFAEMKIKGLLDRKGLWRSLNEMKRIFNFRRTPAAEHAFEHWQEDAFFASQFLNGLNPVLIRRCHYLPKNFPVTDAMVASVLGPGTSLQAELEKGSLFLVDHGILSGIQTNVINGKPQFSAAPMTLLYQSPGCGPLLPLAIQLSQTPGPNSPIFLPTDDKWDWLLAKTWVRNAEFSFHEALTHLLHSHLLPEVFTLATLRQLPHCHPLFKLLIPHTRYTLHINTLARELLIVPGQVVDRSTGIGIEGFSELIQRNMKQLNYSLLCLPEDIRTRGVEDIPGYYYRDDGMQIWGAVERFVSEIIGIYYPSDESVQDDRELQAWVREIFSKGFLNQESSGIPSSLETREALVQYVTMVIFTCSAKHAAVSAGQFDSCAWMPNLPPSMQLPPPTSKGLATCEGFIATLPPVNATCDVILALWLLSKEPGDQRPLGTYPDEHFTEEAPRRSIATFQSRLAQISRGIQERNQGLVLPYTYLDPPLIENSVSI
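Purified human 15hLO-2 (50 nM final) preincubated with compounds 15 min at room temperature in 25 mM Hepes pH 7.5, 0.01% Triton X-100, then 45 uM arachidonic acid added for 90 min; hydroperoxide detected via ferrous/xylenol orange, 573/405 nm absorbance ratio.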
* = called active by the depositor; ? = inconclusive; . = no result given; & = joins results of further samples; [ ] = remark or other dose. Unless noted, calls come from the whole dose curve; as a rule, active = well fitted curve in the direction sought with a large enough effect; inconclusive = small, poorly fitted or top-dose-only effect, or another doubt; inactive = no such curve, though single readings can be large; an effect the other way counts as inactive or inconclusive. Unless noted, % is set by controls: 0 for no effect and ±100 for the full control effect. A portion of the library; the hit share may differ from the screen's.

entry | SMILES | 12-hLO inh | ALOX15B inhib | IMPase cell inh | PNC assembly inh
1 | Cc1sc2ncn(CC(=O)NCCc3ccccc3)c(=O)c2c1C | -2% | -3% | -5 | 23
2 | Cc1cc(C)nc(SCc2n[nH]c(=S)n2C)n1 | 1% | . | -14 | 9
3 | Cc1cccc(-c2noc(CN(C(=O)C34CC5CC(CC(C5)C3)C4)C(C)C)n2)c1 | 4% | 6%[11.4 µM] | 11[1.84 µM] | ?
4 | CCC(C(=O)Nc1nnc(-c2ccco2)s1)c1ccccc1 (stereo not given) | -7% | -27% | -12 | 30
5 | CCCN1C=CC(=C2C(=O)c3ccccc3C2=O)C=C1 | -6% | -27% | 10 | -9
6 | COC(=O)c1ccc(CN(c2ccc(C)cc2)S(=O)(=O)c2ccc3c(c2)OCCO3)o1 | 0% | -4% | 19 | -15
7 | O=C(NCCNS(=O)(=O)c1ccccc1)N1CCOCC1 | -8% | 4% | -1 | 22
8 | O=C(CSc1nc2ccccc2o1)N1CCN(c2ccc(Cl)cc2)CC1 | -1% | 0% | -1 | 12
9 | CN(O)/C=c1/ccc2c(n1)C(=O)C=CC=2 | -19% | . | . | ?
10 | Cc1cccc(-n2ncc3c(NCCN4CCOCC4)ncnc32)c1 | 2% | -5% | ? | -21
11 | C/C(=N/NS(=O)(=O)c1ccc(Br)cc1)c1ccc(C)o1 | -4% | . | . | ?
12 | O=C(CSc1cc([N+](=O)[O-])cc(S(=O)(=O)Cc2ccccc2)c1)NC1CC1 | -5% | . | . | ?
13 | Cc1cccc(-n2c(SCC(=O)N3CCCC3)nc3n[nH]c(C)c3c2=N)c1 | 3% | . | ? | 6
14 | CCCCn1c(=NC(=O)c2ccco2)c(C(=O)OCC)cc2c(=O)n3ccccc3nc21 | -6% | -19% | -20 | -20
15 | COC(=O)c1sccc1NC(=S)N1CCN(c2ccccc2)CC1 | 1% | . | . | 5
16 | COC(=O)/C(C#N)=C1/C=Cc2ccccc2N1C | -10% | . | 4 | 9
17 | O=S(=O)(C[C@H](O)C(Cl)(Cl)Cl)NNc1ccccc1 | -6%[11.4 µM] | -12%[11.4 µM] | . | .
18 | FC(F)Sc1ccc(NC(=S)NC2CCC(NC(=S)Nc3ccc(SC(F)F)cc3)CC2)cc1 (stereo not given) | 2% | ? | -1 | 31
19 | O=C(NC(=S)Nc1ccc(CN2CCOCC2)cc1)c1ccc([N+](=O)[O-])cc1 | -1% | . | 3 | ?
20 | O=C(O)CSC1=NC(=Nc2cccc(Cl)c2)C2(CCCCC2)N1c1ccccc1 | -1% | . | . | -18
21 | N#Cc1cnc2ncnn2c1-c1ccccc1 | -1% | . | . | -12
22 | Cc1ccc(CNc2nc3ccccc3s2)s1 | -6% | 16% | 14 | ?
23 | O=C(CN1CCCc2ccccc21)NCc1ccc2c(c1)OCO2 | -13% | -9% | -5 | -19
24 | Cn1cc(S(=O)(=O)CC(=O)Nc2ccc3c(c2)OCO3)c2ccccc21 | -10% | . | -9 | -5
25 | CN(C)c1ccnc(Oc2ccccc2)c1C#N | 4% | 3% | 5 | 52
26 | CC1(C)CC2C1CCC1(C)OC1CCC2(C)O (stereo not given) | 4% | 0% | . | .
27 | CCCn1c(SCC(=O)N2CCCC2)nc2c1c(=O)n(C)c(=O)n2C | 6% | -1% | 10 | -9
28 | O=C(CC1C(=O)NCCN1C(=S)Nc1ccccc1)Nc1ccc(F)cc1 (stereo not given) | -5% | . | 0 | -4
29 | O=C(COc1ccccc1[N+](=O)[O-])OCC(=O)N1CCC(Cc2ccccc2)CC1 | 3% | . | . | -26
30 | CC[n+]1c(/C=C/C=C/N(C(C)=O)c2ccccc2)sc2ccccc21 | ? | ? | 2 | 69
31 | C=CCn1c(=O)c(C(=O)Nc2ccccc2O)c(O)c2ccccc21 | 0% | . | 10 | ?
32 | O=C(c1ccc(S(=O)(=O)N2CCOCC2)cc1)N1CCN(c2ccccc2)CC1 | 5% | 5% | 1 | ?
33 | Cc1ccc(S(=O)(=O)N2CCCCC2)cc1C(=O)Nc1ccc(N2CCOCC2)cc1 | 6% | -1% | 4 | 20
34 | CCn1c(C)c(/C=N/Nc2nc3ccccc3s2)c2ccccc21 | -19% | 2% | 5 | 17
35 | CCOC(=O)Cn1nc(-c2ccc(C)cc2)ccc1=O | -1% | -2% | -1 | ?
36 | Cc1ccc(C2C(=O)N(C3CCCC3)CC(=O)N2C2CCCCC2)cc1 (stereo not given) | -3% | -2% | 13 | -13
37 | c1nc2sc3c(c2c2nnnn12)CCCC3 | 0% | -9% | -10 | 11
38 | COC(=O)Oc1ccc(/C=N/NC(=O)CSCc2ccc(Cl)cc2)cc1OC | -11% | . | . | ?
39 | O=C1N/C(=C\c2ccccc2)C(O)=C1C=NCc1ccccc1 | -2% | . | 4 | 10
40 | c1cncc(-c2noc(-c3ccco3)n2)c1 | 1% | 4% | -1 | 8
41 | COc1ccc(OC)c(CN(CCCN2CCOCC2)C(=O)Nc2ccccc2)c1 | -3% | . | -6 | ?
42 | CCCCOC(=O)C1=C(C)Nc2nnnn2C1c1ccccc1Cl (stereo not given) | -9% | -8% | 2 | -7
43 | CCN(CC)c1ccc(C(=O)Nc2cccc(F)c2)cc1 | 0% | -4% | -1 | 2
44 | CC(C)[C@H](NS(=O)(=O)c1ccc2c(c1)OCCO2)C(=O)OCC(=O)Nc1ccccc1 | 1% | . | . | ?
45 | Cc1ccc(S(=O)(=O)N2CCN(c3ccc(C(F)(F)F)cc3[N+](=O)[O-])CC2)cc1 | -1% | . | 0 | 5
46 | COCCn1c(C2CCCCC2)nc2sc3ccccc3c(=O)c2c1=O | -5% | -24% | -3 | 5
47 | Cc1ccc(NC(=O)CCCCCCCCCCC2COCCO2)c(C)c1 (stereo not given) | -3% | . | 2 | -4
48 | O=C(c1cnccn1)N1CCC2(CCCN(c3cccc(-c4ccccc4)c3)C2)CC1 | -23% | 12% | . | .

Continued; the last two above are carried over.
entry | SMILES | 12-hLO inh | ALOX15B inhib | IMPase cell inh | PNC assembly inh
47 | Cc1ccc(NC(=O)CCCCCCCCCCC2COCCO2)c(C)c1 (stereo not given) | -3% | . | 2 | -4
48 | O=C(c1cnccn1)N1CCC2(CCCN(c3cccc(-c4ccccc4)c3)C2)CC1 | -23% | 12% | . | .
49 | Cc1cc(C(=O)Nc2ccc(C(=O)O)cc2)c(-c2ccccc2)o1 | 1% | 3% | 0 | -5
50 | COc1ccc(C(=O)[C@H](Br)[C@H](Br)C(=O)O)cc1 | -3%[11.4 µM] | -2%[11.4 µM] | . | .
51 | CCCn1c(N2CCN(S(=O)(=O)Cc3ccccc3)CC2)nc2ccccc21 | -2% | 2% | 5 | 0
52 | NC(=O)c1cc(N2C(=O)C3CC=CCC3C2=O)ccc1N1CCCCC1 (stereo not given) | 0% | -5% | -5 | ?
53 | Cc1ccc(NC(=O)CSC2=C(C#N)C(c3ccc4c(c3)OCO4)CC(=O)N2)cc1C (stereo not given) | -2% | . | -4 | -100*
54 | O=C(Nc1ccc(Br)c(Cl)c1)C1CC1 | ? | 6%[11.4 µM] | 8[1.84 µM] | 31
55 | CCCCC1CC(CSC(=N)N)OC1=O (stereo not given) | 9% | 6% | 2 | ?
56 | CCOc1ccc(NC(=S)N2CCC(N(C)CC3CCCO3)CC2)cc1 (stereo not given) | -3% | . | . | 1
57 | CCC[N+](CC#Cc1ccccc1)(CCC)CC(=O)OCC | 1% | . | . | -26
58 | O=[N+]([O-])c1cccc(C(=Nc2cccc(Cl)c2)NO)c1 | 0% | 3% | 0 | 11
59 | CC(C)CNS(=O)(=O)c1ccc(CCC(=O)NCc2ccco2)cc1 | 5% | . | 8 | 0
60 | COc1ccc(C(=O)NCc2nnc(SCC(=O)Nc3nc4ccccc4s3)o2)cc1OC | 0% | . | . | 14
61 | COc1ccc(NC(=O)CC2C(=O)N(c3ccc(F)cc3)C(=S)N2NC(=O)c2ccc(Cl)cc2)cc1 (stereo not given) | 3% | . | . | 10
62 | COc1cccc(N2C(=O)C(CC(=O)Nc3ccccc3)N(C3CCCCC3)C2=O)c1 (stereo not given) | -4% | 3% | 7 | 21
63 | Cc1ccc(-c2nnc(SCC(=O)NNC(=O)COc3cccc4ccccc34)n2C)cc1 | 2% | . | . | 69
64 | CC(C)c1ccc(-c2cc(C(=O)N3N=C(C(F)F)CC3(O)C(F)F)c3ccccc3n2)cc1 (stereo not given) | 0% | 10% | 5 | ?
65 | Cc1ccccc1Cn1nc(C)c(NC(=O)c2cc3nc(-c4ccco4)cc(C(F)(F)F)n3n2)c1C | -2% | -8% | ? | -8
66 | O=C(CCCn1c(=S)[nH]c2ccccc2c1=O)NC1CCCC1 | -3% | -4% | -12 | 1
67 | Cc1ccccc1Cn1nc(C)c(NC(=O)c2noc3c2CCCC3)c1C | -4% | -9% | 4 | -18
68 | O=C(NCc1cccnc1)C(=O)NCC1OCCN1S(=O)(=O)c1ccc(Cl)cc1 (stereo not given) | 2% | . | . | -119*
69 | CCn1c(SCC(=O)Nc2ccc3c(c2)OCCO3)nc2c(c1=O)SC(C)C2 (stereo not given) | -1% | 0% | 7 | ?
70 | Cc1ccc2[nH]c(=O)c(CN(CCN3CCOCC3)C(=O)Nc3ccc(F)cc3)cc2c1 | 1% | 8% | -14 | -20
71 | Cc1ccc(Cn2ccc(NC(=O)c3cc(-c4ccccc4)on3)n2)cc1 | -2% | 18% | 12 | 11
72 | CCOC(=O)c1c(-c2ccccc2)csc1NC(=O)/C(C#N)=C/c1ccc(O)c(OC)c1 | -6% | . | -2 | 10
73 | COc1ccc(CCNC(=O)c2cnc3n(c2=O)CCS3)cc1OC | 1% | . | 1 | 208
74 | CC(/C=C/c1ccccc1)=N/O | -2% | 3% | 1 | 17
75 | COCCc1ccc(OCC(O)CNC(C)C)cc1 (stereo not given) | 2%&-1% | 9% | . | -91*
76 | COc1ccc(N2CCN(C(=O)CSc3nnc4ncccn34)CC2)cc1 | -11% | -6% | -1 | -23
77 | O=C(Nc1cc(Cl)ccc1Oc1ccccc1)c1ccc(F)cc1 | -8% | . | 1 | -13
78 | O=C(NC1CCCCC1)c1ccc(CNc2c(N3CCOCC3)c(=O)c2=O)cc1 | 0% | 5% | 5 | -12
79 | COc1ccc(N2CCN(Cc3nc(N)nc(N4CCCc5ccccc54)n3)CC2)cc1 | 0% | 51%[activator] | -9 | ?
80 | CC1CCCCC1NC(=O)COC(=O)c1ccc(S(=O)(=O)N2CCOCC2)cc1 (stereo not given) | -3% | -3% | 4 | -6
81 | CC(C)(C)c1ccc(Cn2cnc(-c3ccc([N+](=O)[O-])cc3)c2)cc1 | 0% | . | 10 | 10
82 | CC1CCCCC12NC(=O)N(CC(=O)Nc1ccc(N3CCOCC3)cc1)C2=O (stereo not given) | -4% | . | 7 | -7
83 | Cc1ccc(OC(=O)c2ccccc2P(=O)(O)O)cc1 | -6% | -3% | 0 | -7
84 | COc1ccc(Cc2nc(C(=O)Nc3ccc(Cl)cc3)cs2)cc1 | -4% | 0% | 19 | 3
85 | CCNc1ncc2nc(CCc3ccccc3)c(=O)n(-c3ccccc3)c2n1 | -8% | 8% | . | .
86 | O=S(=O)(c1ccc2c(c1)oc1ccccc12)N1CCOCC1 | 2% | 4% | -9 | -81*
87 | O=C(NCc1ccco1)c1cnn2c(C(F)(F)F)cc(-c3ccco3)nc12 | -6% | -18% | 1 | ?
88 | CCn1c(SCC(=O)NCCc2ccc(F)cc2)nnc1-c1cccs1 | -4% | -6% | 1 | 47
89 | COc1cc(OC)c(NC(=O)CCNC(=O)Cn2cnc3ccccc3c2=O)cc1Cl | 0% | -7% | 1 | 58
90 | Nc1ccc2nc(-c3cccnc3)[nH]c2c1 | 3% | . | . | ?

Screening data from PubChem.
